IDE cell inh – human IDE inhibitors in live cells, primary screen, fluorescence polarization, HEK cells, FAbetaB substrate; Insulin-degrading enzyme (Homo sapiens), P14735; FAbetaB cleavage; inhibition, % at 5.59 µM; actives 0.41% (n = 320,000);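 active = percent inhibition above the average of all tested compounds plus 3 SD, set per screening campaign, cut at about 16% in these data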;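 note: IDE supplied by intact live HEK cells; FP after avidin binding of uncleaved biotin substrate so inhibition keeps polarization high; 0% = DMSO wells and 100% = 60 µM reference IDE inhibitor Ii1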
Target sequence (P14735 whole entry, looked up): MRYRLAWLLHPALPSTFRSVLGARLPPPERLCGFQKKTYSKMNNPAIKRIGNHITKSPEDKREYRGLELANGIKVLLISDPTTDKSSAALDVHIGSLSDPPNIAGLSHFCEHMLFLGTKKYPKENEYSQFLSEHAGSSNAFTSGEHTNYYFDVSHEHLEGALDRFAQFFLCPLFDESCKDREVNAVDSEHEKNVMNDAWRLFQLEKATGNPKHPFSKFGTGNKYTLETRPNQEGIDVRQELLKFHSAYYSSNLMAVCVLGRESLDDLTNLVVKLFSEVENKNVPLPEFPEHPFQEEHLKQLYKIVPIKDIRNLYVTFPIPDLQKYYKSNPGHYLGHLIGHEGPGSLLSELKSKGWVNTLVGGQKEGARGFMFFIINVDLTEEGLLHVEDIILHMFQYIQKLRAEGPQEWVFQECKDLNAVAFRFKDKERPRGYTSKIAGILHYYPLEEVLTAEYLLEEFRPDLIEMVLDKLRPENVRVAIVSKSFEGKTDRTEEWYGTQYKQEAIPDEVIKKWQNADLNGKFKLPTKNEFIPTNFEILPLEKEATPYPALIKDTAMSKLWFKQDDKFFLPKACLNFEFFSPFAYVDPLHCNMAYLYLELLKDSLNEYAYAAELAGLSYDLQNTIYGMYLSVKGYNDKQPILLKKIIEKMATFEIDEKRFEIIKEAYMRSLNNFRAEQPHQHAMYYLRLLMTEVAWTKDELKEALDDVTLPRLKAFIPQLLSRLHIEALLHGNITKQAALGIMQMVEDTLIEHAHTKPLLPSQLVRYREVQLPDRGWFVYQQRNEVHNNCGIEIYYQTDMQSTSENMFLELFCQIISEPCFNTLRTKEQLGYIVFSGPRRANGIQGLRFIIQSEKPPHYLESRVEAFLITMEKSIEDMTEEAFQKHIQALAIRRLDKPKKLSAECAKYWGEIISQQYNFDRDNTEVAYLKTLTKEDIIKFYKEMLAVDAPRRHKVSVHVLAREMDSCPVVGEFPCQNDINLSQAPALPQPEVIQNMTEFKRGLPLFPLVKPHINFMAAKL
IDE act – human IDE activators in live cells, primary screen, fluorescence polarization, HEK cells, FAbeta-B substrate. Insulin-degrading enzyme (Homo sapiens), P14735. FAbeta-B cleavage; 0% vehicle, 100% cell-free pure enzyme wells. activation, % at 5.96 µM. actives 0.073% (n = 340,000). AID 493087, 2011;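 active = activation above the mean of all tested compounds plus 3 SD, set per screening campaign, cut at about 17% in these data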
* marks the source's active call; other numbers are inactive results.

Every second line gives: IDE cell inh	IDE act
> O=C(CN1CCN(C(=O)c2cccc(S(=O)(=O)N3CCCC3)c2)CC1)Nc1ccccc1Cl
→ 1	4
> Cc1ccc(S(=O)(=O)CCC(=O)OC(C)C(=O)N2CCc3ccccc32)cc1 (stereo unspecified)
→ -2	-2
> C#CCOCCOCCOCCNc1nc(N2CCN(C(=O)CCCCCCCCCCNC(=O)Cn3cc(C[C@@H](C)O)nn3)CC2)nc(N2CCN(C(=O)CCCCCCCCCCNC(=O)[C@@H]([C@H](C)O)n3cc(C)nn3)CC2)n1
→ 4	3
> CCOc1ccc(C(=O)CCC(=O)NN2C(=O)NC3(CCCCC3)C2=O)cc1
→ 3	-3
> CC(OC(=O)C12CCC(=O)N1c1ccccc1S2)C(=O)Nc1cccc(Cl)c1 (stereo unspecified)
→ -1	-3
> COc1cccc(CNC(=O)C(=O)NCCC2CCCCN2S(=O)(=O)c2ccccc2)c1 (stereo unspecified)
→ -4	3
> Cc1ccc(NC(=O)C2CCN(c3ncnc4sc(C)c(C)c34)CC2)cc1S(=O)(=O)N(C)C
→ 5	-3
> COc1ccc(CCNS(=O)(=O)c2cc3c4c(c2)CCN4C(=O)CC3)cc1
→ 9	2
> CCN1C(=O)c2cccc3c(S(=O)(=O)NCc4ccccc4)ccc1c23
→ -1	0
> COc1ccc(S(=O)(=O)Nc2ccc(-c3ccc(N4CCCC4)nn3)cc2)cc1C
→ -16	1
> CCN(CC)S(=O)(=O)c1cccc(NC(=O)CCNC(=O)NC23CC4CC(CC(C4)C2)C3)c1
→ -3	-4
> CCOc1ccc(CCNC(=O)COC(=O)c2nc(Cl)ccc2Cl)cc1OCC
→ 2	-2
> COc1ccc(NC(=O)Cc2csc(NC(=O)Nc3ccccc3OC)n2)c(OC)c1
→ 1	2
> COc1ccc(NC(C)=O)cc1S(=O)(=O)Nc1ccc(S(=O)(=O)N2CCCCC2)cc1
→ 2	3
> O=C(OCC(=O)N1CCN(S(=O)(=O)c2ccccc2)CC1)C1CCC1
→ -2	2
> COc1cccc(NC(=O)COC(=O)/C=C/c2ccco2)c1
→ -2	0
> O=C(CSc1nnc(-c2ccc3c(c2)OCO3)o1)Nc1c(F)cccc1F
→ 0	3
> Cc1cc(C)n2nc(SCC(=O)N3CCCC3)nc2n1
→ 6	2
> CC(=O)N1CCN(C(=O)c2ccc(Cl)c(S(=O)(=O)N3CCCCCC3)c2)CC1
→ 2	6
> C=CCNc1oc(-c2cccc(Cl)c2)nc1C#N
→ 3	-2
> CCSc1ccc([C@@H]2[C@@H]3C(=O)N(C)C(=O)[C@@H]3[C@]3(C(=O)OC)CCCCN23)cc1
→ 1	8
> Cc1cccc(C)c1NC(=O)CN(C)C(=O)C1CCN(c2ncnc3sc(C)c(C)c23)CC1
→ -3	-1
> CCCCOc1ccc(Cl)cc1Nc1nc(NCCO)nc(N2CCCC2)n1
→ -1	2
> COc1cc2cc(CCOC(=O)c3ccco3)oc(=O)c2cc1OC
→ -1	-4
> Cc1cc(NS(=O)(=O)c2ccc(NC(=O)CNS(=O)(=O)c3ccccc3)cc2)nc(C)n1
→ 1	5
> Cc1nc(C)c(C(=O)OCC(=O)Nc2ccccc2SCC#N)s1
→ 2	-2
> COc1ccc(C)cc1-n1c(SCC(=O)NC2CC2)nc2ccccc2c1=O
→ 4	1
> CCN(C[C@H]1N[C@@](C)(C(=O)OC)[C@H]2C(=O)N(Cc3ccccc3)C(=O)[C@@H]12)C(=O)NC(C)C
→ 4	1
> CC[C@]12c3[nH]c4ccccc4c3CCN1C(=O)C(CC(=O)NCc1ccco1)C[C@@H]2C(=O)N1CCN(C(=O)c2ccco2)CC1 (stereo partly specified)
→ 0	1
> C[C@H](CO)N1C[C@H](C)[C@@H](CN(C)S(=O)(=O)c2ccc(F)cc2)Oc2c(NS(=O)(=O)c3ccc(F)cc3)cccc2C1=O
→ 1	3

Arranged by length of the SMILES (smallest number first): three of the compounds above
Every second line gives: IDE cell inh	IDE act
> C=CCNc1oc(-c2cccc(Cl)c2)nc1C#N
→ 3	-2
> COc1ccc(NC(C)=O)cc1S(=O)(=O)Nc1ccc(S(=O)(=O)N2CCCCC2)cc1
→ 2	3
> CCN(C[C@H]1N[C@@](C)(C(=O)OC)[C@H]2C(=O)N(Cc3ccccc3)C(=O)[C@@H]12)C(=O)NC(C)C
→ 4	1

(continued)
Every second line gives: IDE cell inh	IDE act
> CCOC(=O)c1c(C)[nH]c(C)c1C(=O)COC(=O)c1cccnc1OCC
→ 0	5
> CCCc1cc(=O)[nH]c(SCC(=O)Nc2sc(C(N)=O)c(C)c2C(=O)OCCOC)n1
→ 1	1
> COc1ccccc1C(CNC(=O)c1oc2ccccc2c1C)N1CCCC1 (stereo unspecified)
→ 1	10
> CC(=O)Nc1ccc(NC(=O)c2ccc(N(Cc3ccccc3C)S(C)(=O)=O)cc2)cc1
→ 7	2
> Cc1c(C(=O)Nc2nccs2)oc2ccc(Br)cc12
→ -3	4
> Cc1ccc(OCC(=O)N(C)C2CCCCC2)c([N+](=O)[O-])n1
→ 5	3
> CCN(C(=O)c1ccc(=O)[nH]c1)c1c(N)n(Cc2ccccc2)c(=O)[nH]c1=O
→ -1	4
> COc1cc(C#N)ccc1OC(=O)c1cccc(S(=O)(=O)N2CCN(C)CC2)c1
→ 4	5
> CC(=O)c1c(C)[nH]c(C(=O)OCC(=O)N2CCCC2=O)c1C
→ 2	4
> O=C(NC1CCCC1)c1cccc2c1C(=O)c1ccc(Cl)cc1S2(=O)=O
→ 0	4
> Cc1cc(OCC(=O)Nc2ccccc2C)no1
→ -2	5
> Cc1cc(Cn2nc(C(=O)NCc3cccc(C(F)(F)F)c3)cc2-c2ccccc2)on1
→ 1	4
> C[C@@H]1CN([C@@H](C)CO)C(=O)Cc2cc(NC(=O)Nc3ccc(F)cc3)ccc2O[C@@H]1CN(C)Cc1ccc(Cl)c(Cl)c1
→ -4	6
> O=C(Nc1ccccc1C(F)(F)F)C(O)(c1ccccc1)C1CCCCC1 (stereo unspecified)
→ 1	-7
> COc1ccc(S(N)(=O)=O)cc1C(=O)OCC(=O)Nc1sccc1C#N
→ -3	2
> CC(=O)NCc1ccc(-c2csc(NC(=O)CCCc3nc4ccccc4c(=O)[nH]3)n2)cc1
→ 8	-4
> O=C(N[C@@H](Cc1ccccc1)C(=O)OCc1ccccc1)c1ccco1
→ -5	5
> COc1ccc(OC)c(NC(=O)CSc2nc(=O)n(CCN3CCOCC3)c3c2CCC3)c1
→ 3	8
> CCC1CCc2sc(C(=O)NCC(c3ccc(OC)cc3)N3CCOCC3)cc2C1 (stereo unspecified)
→ -2	3
> Cc1ccccc1-c1cc(C(=O)O)n(CC2CC(c3cccnc3)=NO2)n1 (stereo unspecified)
→ 3	1
> Cc1ccc(S(=O)(=O)N2[C@@H](c3ccc(Br)cc3)C(C(=O)O)=C[C@H]2C(C)(C)C)cc1
→ 1	0
> CCOC(=O)C[C@H]1c2ccccc2S(=O)(=O)N1C1CC1
→ 1	0
> O=C(COC(=O)C12CC3CC(CC(C3)C1)C2)NNC(=O)c1ccccc1
→ 1	-3
> COc1ccc(S(=O)(=O)N2CCOCC2)cc1NC(=O)CN(C)CC(=O)Nc1cccc(F)c1
→ -7	-2
> O=c1[nH]c(=O)n(C2C[C@H](O)[C@@H](CO)O2)cc1C(F)(F)F (stereo partly specified)
→ 3	2
> COc1cccc(NC(=O)c2ccccc2NC(=O)c2ccncc2)c1
→ 1	3
> O=C(Nc1cc(Cl)ccc1F)c1ccc(-n2cncn2)c([N+](=O)[O-])c1
→ 9	0
> Cc1cccc(C)c1NC(=O)CN(C)C(=O)CSCc1c(C)noc1C
→ 3	6
> CN(C(=O)COC(=O)CSc1ccc(C(N)=O)cc1[N+](=O)[O-])C1CCCCC1
→ 6	3
> CN(CC(=O)Nc1ccccc1C(F)(F)F)C(=O)c1ccc(N2C(=O)CCC2=O)cc1
→ 1	0

The last 5 entries of the section above are carried over, then new ones follow.
Every second line gives: IDE cell inh	IDE act
> COc1cccc(NC(=O)c2ccccc2NC(=O)c2ccncc2)c1
→ 1	3
> O=C(Nc1cc(Cl)ccc1F)c1ccc(-n2cncn2)c([N+](=O)[O-])c1
→ 9	0
> Cc1cccc(C)c1NC(=O)CN(C)C(=O)CSCc1c(C)noc1C
→ 3	6
> CN(C(=O)COC(=O)CSc1ccc(C(N)=O)cc1[N+](=O)[O-])C1CCCCC1
→ 6	3
> CN(CC(=O)Nc1ccccc1C(F)(F)F)C(=O)c1ccc(N2C(=O)CCC2=O)cc1
→ 1	0
> COCCn1c(C)cc(C(=O)COC(=O)c2[nH]c(C)c(C(C)=O)c2C)c1C
→ 6	2
> CCCCN1C(=O)C(=O)N(CC(=O)Nc2ccc(C(N)=O)cc2)C1=O
→ -2	3
> Nc1nc(N)nc(-c2cc([N+](=O)[O-])ccc2O)n1
→ 1	-2
> CCN(C(=O)CSc1nc2ccccc2[nH]1)C1CCS(=O)(=O)C1 (stereo unspecified)
→ 1	1
> O=C(C1CCN(S(=O)(=O)c2cccs2)CC1)N1CCN(c2ccccc2O)CC1
→ 2	2
> Cn1cc(S(=O)(=O)NC2CCCC2)c(=O)n(C)c1=O
→ -6	7
> COc1cc(/C=C/C(=O)OCC(=O)N2c3ccccc3CC2C)cc(OC)c1OC (stereo unspecified)
→ 1	2
> Cc1cccc(-n2nnnc2SCC(=O)NCC2(N3CCOCC3)CCCCC2)c1C
→ 3	-7
> CC(C)(C)c1ccc(C(=O)NCCN2CCOCC2)cc1
→ -1	-3
> COc1cccc(NC(=O)COc2coc(CN3CCc4ccccc4C3)cc2=O)c1
→ 10	0
> O=C(c1ccc(-n2cncn2)c([N+](=O)[O-])c1)N1CCN(S(=O)(=O)c2ccc(Br)cc2)CC1
→ 1	1
> NC(=O)c1ccc(NC(=O)CSc2nnc(-c3ccc4c(c3)OCO4)o2)cc1
→ -3	3
> CC(=O)NC(CC(=O)OCC(=O)N1CCN(S(=O)(=O)c2ccc(Cl)cc2)CC1)c1ccccc1 (stereo unspecified)
→ -3	6
> COc1cccc(CN(C)C(=O)C2CCN(S(=O)(=O)c3ccc(C)cc3)CC2)c1OC
→ 1	1
> O=C(O)CC(c1ccccc1)N1C(=O)c2ccccc2C1=O (stereo unspecified)
→ -2	5
> O=C1c2cccc3cccc(c23)C(=O)C1(O)O
→ 13	-10
> O=C(CN1C(=O)NC2(CCOc3ccccc32)C1=O)c1ccc[nH]1 (stereo unspecified)
→ 4	-3
> CC[C@@]1(C(=O)OC)N[C@H](CN(C)C(=O)Nc2ccc(OC)cc2)[C@@H]2C(=O)N(Cc3ccccc3)C(=O)[C@@H]21
→ 4	5
> CC(C)(C)OC(=O)[C@H](Cc1ccccc1)NC(=O)c1nc[nH]c1C(=O)NC1CCNCC1
→ -2	4
> N=c1c(S(=O)(=O)c2ccccc2)cc2c(=O)n3ccccc3nc2n1Cc1cccnc1
→ -3	1
> CC(C)(C)c1ccc(OCCC(=O)OCC(=O)NC(=O)NC2CCCC2)cc1
→ -1	6
> COc1cccc(CNC(=O)c2cc(C3CC3)nc3c2cnn3C(C)C)c1
→ -3	1
> Cc1cccc(NC(=O)c2ccc(Cl)c(S(=O)(=O)N3CCCCCC3)c2)n1
→ -1	3
> CCc1nc2ccccc2c(=O)n1/N=C/c1ccc(OC)cc1
→ 1	3
> C=CCN1C(=O)c2ccc(C(=O)N3CCN(c4ccccc4OC)CC3)cc2C1=O
→ -5	-1
> CC(OC(=O)CCc1ccccc1)C(=O)Nc1ccc(Cl)cn1 (stereo unspecified)
→ 1	1
> CCC(C)NC(=O)CSc1nc2cc(S(=O)(=O)N3CCOCC3)ccc2n1CC (stereo unspecified)
→ -4	3
> O=C(CC1SC(N2CCCCC2)=NC1=O)Nc1ccc(C(=O)O)cc1 (stereo unspecified)
→ 0	0
> O=C(NCc1ccccc1Br)c1cccc2c1C(=O)c1ccc(-c3ccc(OC(F)(F)F)cc3)cc1S2(=O)=O
→ 1	1
> OCC[C@H]1C[C@@H](O)[C@H](O)[C@]2(CCCc3ccccc3O2)O1
→ 4	-4
> Cc1cc(F)ccc1S(=O)(=O)Nc1ccccc1C(=O)N1CCCC1
→ 2	1
> C[C@H](CO)N1C[C@H](C)[C@@H](CN(C)C(=O)NC2CCCCC2)Oc2c(NC(=O)Nc3ccccc3)cccc2C1=O
→ 0	2
> CN(C)c1cccc(C(=O)NNC(=O)C23CC4CC(CC(C4)C2)C3)c1
→ 0	0
> Cc1ccc(S(=O)(=O)N2CCN(C(=O)CSc3ccccn3)CC2)c(C)c1
→ 6	2
> COc1cc(OC)cc(C(=O)NNC(=O)CCC(=O)c2cc(C)sc2C)c1
→ 2	0
> N#Cc1ccccc1OCC(=O)OCC(=O)NC1CCCC1
→ 1	6
> O=C(NCc1cc(C(F)(F)F)ccc1Cl)c1cccc2c1C(=O)c1ccc(N3CCC(Cc4ccccc4)CC3)cc1S2(=O)=O
→ 9	1
> CC(=O)c1cccc(NC(=O)CSc2nnc(-c3ccncc3)o2)c1
→ 1	1
> O=C(COC(=O)C12CC3CC(CC(Br)(C3)C1)C2)Nc1c(F)cccc1F
→ 9	-2
> CC(C)(CNC(=O)c1ccccc1F)CNC(=O)c1ccccc1F
→ 4	1
> O=C(c1cccc(S(=O)(=O)NCc2ccc3c(c2)OCO3)c1)N1CCCC1
→ -3	1
> Cc1ccc(CN2CC(C(=O)N3CCN(S(=O)(=O)c4cc(C)ccc4C)CC3)CC2=O)cc1 (stereo unspecified)
→ 1	-8
> Cc1nc(Cc2nnc(SCC(=O)N(C)c3ccccc3)o2)cs1
→ -1	5
> CCN(CC(=O)Nc1c(F)cccc1F)C(=O)c1ccc2ncsc2c1
→ 6	3
> COc1ccc([N+](=O)[O-])cc1NC(=O)C(C)OC(=O)CSC(C)C(=O)Nc1cc(C)on1 (stereo unspecified)
→ 0	-2
> Cc1cc(C)n2nc(C(=O)OC(C)C(=O)c3ccccc3)nc2n1 (stereo unspecified)
→ -6	0
> c1cn2c(NC3CCCCC3)c(-c3ccc(SC4CCCCC4)cc3)nc2cn1
→ 1	0
> Cc1ccc(NC(=O)c2ccc3c(=O)n4c(nc3c2)CCCCC4)nc1
→ 1	0

Some of the compounds tested (hit frequency here may not be typical).
